S1P4 antagonist – S1P4 receptor antagonists, primary screen, cell-based. Sphingosine 1-phosphate receptor 4 (Homo sapiens), O95977. S1P4-expressing cells, antagonist mode, reporter read-out. inhibition, % at 4.98 µM. 220,000 tested, 0.26% active. AID 1510, 2009; in the data active = inhibition above about 29%;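 also: 0% = wells stimulated with agonist and 100% = vehicle wells without agonist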
Target sequence (O95977 whole entry, looked up): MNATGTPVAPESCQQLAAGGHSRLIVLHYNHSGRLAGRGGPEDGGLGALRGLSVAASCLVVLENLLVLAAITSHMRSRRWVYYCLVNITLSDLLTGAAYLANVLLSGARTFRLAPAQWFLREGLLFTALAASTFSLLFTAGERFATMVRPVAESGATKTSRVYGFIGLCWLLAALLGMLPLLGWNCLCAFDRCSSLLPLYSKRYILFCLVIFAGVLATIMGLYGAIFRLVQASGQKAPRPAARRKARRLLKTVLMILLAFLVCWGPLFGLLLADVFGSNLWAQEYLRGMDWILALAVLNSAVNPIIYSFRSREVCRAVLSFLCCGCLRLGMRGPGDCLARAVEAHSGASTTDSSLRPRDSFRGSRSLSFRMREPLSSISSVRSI
TRPML3 agonist – human TRPML3 channel agonists, primary screen, cell-based, HEK293 TRPML3-YFP, Fluo-8 calcium fluorescence, 3 µM | Mucolipin-3 (Homo sapiens), Q8TDD5 | 100% = the carbachol control signal | activation, % at 3 µM | 220,000 tested, 0.29% active | AID 1448, 2008;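 active = activation above its plate's cutoff, the mean activation of the plate's test wells plus 3 SD, cut at about 12% in these data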;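 also: 0% = DMSO only wells and 100% = carbachol wells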
Target sequence (Q8TDD5 whole entry, looked up): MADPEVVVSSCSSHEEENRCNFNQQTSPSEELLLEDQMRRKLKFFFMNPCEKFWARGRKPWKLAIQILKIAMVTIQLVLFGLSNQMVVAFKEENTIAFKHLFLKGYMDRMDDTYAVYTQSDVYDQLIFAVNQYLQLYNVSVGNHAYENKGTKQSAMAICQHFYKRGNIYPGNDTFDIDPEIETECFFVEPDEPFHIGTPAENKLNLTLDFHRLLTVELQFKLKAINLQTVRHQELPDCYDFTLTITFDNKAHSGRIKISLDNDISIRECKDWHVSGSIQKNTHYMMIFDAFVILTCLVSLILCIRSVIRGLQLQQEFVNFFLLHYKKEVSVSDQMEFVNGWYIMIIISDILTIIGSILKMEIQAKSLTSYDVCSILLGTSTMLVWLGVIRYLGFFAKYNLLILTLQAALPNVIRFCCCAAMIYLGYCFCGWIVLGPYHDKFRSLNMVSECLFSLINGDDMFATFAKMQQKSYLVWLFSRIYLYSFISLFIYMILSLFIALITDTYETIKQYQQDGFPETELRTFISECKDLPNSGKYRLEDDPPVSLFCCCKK
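Material: HEK293 cells stably carrying human TRPML3-YFP; compound dosing: single dose, 3 µM final nominal compound, 0.3% DMSO final; incubation: 1-h 37 °C dye load, 5-s basal, 120-s post-compound reads; technique: Fluo-8 intracellular calcium fluorescence, excitation 470-495 nm, emission 515-575 nm; read-out basis: percent activation from peak-to-basal fluorescence ratio, scaled between DMSO and carbachol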
NPY1 pot ag – NPY-Y1 receptor potentiators or agonists, primary screen, cell-based; Neuropeptide Y receptor type 1 (Homo sapiens), P25929; NPY-Y1 expressing cells, potentiator/agonist activation; activation, % at 3.6 µM; 220,000 tested, 0.37% active; AID 1304, 2008; in the data active = activation above about 33%, passing the limit was not always enough;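 also: cells stimulated with NPY at EC10 then isoproterenol at EC100; 0% = low agonist plus stimulus and 100% = saturating agonist plus stimulus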
NPY2 pot ag – NPY-Y2 potentiators or agonists, primary screen, cell-based | Neuropeptide Y receptor type 2 (Homo sapiens), P49146 | cells expressing NPY-Y2, potentiator/agonist read-out | activation, % at 3.6 µM | 220,000 tested, 0.45% active | AID 1359, 2008; in the data active = activation above about 27%;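 also: cells stimulated with NPY near EC25 plus isoproterenol at EC100; 0% = vehicle plus submaximal agonist and 100% = vehicle plus saturating agonist; some results beyond the cut were filed as inactive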
EP2 modulator – EP2 receptor modulators, cAMP readout, primary screen, cell-based, HTRF cAMP, PGE2 stimulation | 260,000 tested, 0.83% active | induction, % at 25 µM | Prostaglandin E2 receptor EP2 subtype (Homo sapiens), P43116 | EP2-expressing cells, cAMP HTRF FRET, PGE2 co-stimulation;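 active = compounds whose cAMP rise, as percent of the full-agonist control response, exceeds 60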;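 also: rat C6 glioma line stably carrying human EP2 under a CMV promoter; the protocol text gives 20 µM as final concentration; 100% = response of wells given 1 µM PGE2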
NPY-Y1 antag – NPY-Y1 receptor antagonists, primary screen, cell-based; Neuropeptide Y receptor type 1 (Homo sapiens), P25929; HEK293-CNG Y1 cells, membrane potential fluorescence; NPY at EC95, then isoproterenol; inhibition, % at 3.6 µM; 200,000 tested, 1% active;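 active = inhibition above the campaign mean inhibition of all tested compounds plus 3 SD, cut at about 20% in these data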;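 also: 0% = DMSO wells given NPY plus isoproterenol and 100% = isoproterenol alone without NPY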
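material = HEK293 cells with Y1 receptor plus CNG channel | also added = NPY 25 nM then isoproterenol 1 µM plus Ro 20-1724 25 µM | schedule = dye 3 h, compound 60 min room temperature, stimulation 45 min | measured by = membrane potential fluorescence | benchmarks = high control isoproterenol alone, low control NPY with isoproterenol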
TRPN1 ag – zebrafish TRPN1 channel agonists, primary screen, cell-based, HEK293, calcium fluorescence; 220,000 tested, 0.18% active; AID 1424, 2008; transient receptor potential cation channel N1 (TRPN1/NompC), Danio rerio; HEK293 zebrafish TRPN1-YFP, Fluo-8 calcium fluorescence; 100% = response to 87 µM carbachol; activation, % at 3 µM;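 active = activation above its plate's cutoff, the mean activation of test wells on that plate plus 3 SD, cut at about 19% in these data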;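 also: 0% = DMSO alone and 100% = 87 µM carbachol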
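Material – zebrafish TRPN1-YFP in HEK293 cells · Doses – 3 µM single point · Schedule – dye 1 h 37 °C plus 30 min RT · Signal – Fluo-8 calcium fluorescence, excitation 470-495 nm, emission 515-575 nm · Read-out – % activation versus carbachol response · Control set – carbachol high, DMSO low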
CHOP inhibitor – inhibitors of CHOP promoter induction, primary screen, cell-based, unfolded protein response, luciferase reporter; inhibition, % at 10 µM; CHO-K1 CHOP-promoter luciferase, tunicamycin-induced, 15-18 h; 220,000 tested, 3.8% active;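 active = compounds that reduced the stress-induced luciferase reporter signal by more than about 70% of percent inhibition, limit read from the data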;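 also: 0% = tunicamycin plus vehicle and 100% = wells without tunicamycin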
S1P4 ag – S1P4 receptor agonists, primary screen, cell-based. S1P4-expressing cell line, agonist reporter assay. AID 1509, 2009. 220,000 tested, 0.35% active. Sphingosine 1-phosphate receptor 4 (Homo sapiens), O95977. activation, % at 4.98 µM; in the data active = activation above about 11%;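 also: 0% = DMSO vehicle and 100% = reference agonist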
Starred values were filed as active, the others as inactive; . = not tested or not shown; & = joins results of further samples. Outcome played no part in choosing rows, and some 6.5% of all compounds hit somewhere here.

Every second line gives: S1P4 antagonist	TRPML3 agonist	NPY1 pot ag	NPY2 pot ag	EP2 modulator	NPY-Y1 antag	TRPN1 ag	CHOP inhibitor	S1P4 ag
- O=C(NCCCn1ccnc1)c1cc([N+](=O)[O-])cc([N+](=O)[O-])c1
 : -15	0.4	61*	78*	37	1	0.2	13	-0.6
- O=C(NCc1ccccn1)C1CCCN(S(=O)(=O)c2ccc(Br)cc2)C1 (configuration not stated)
 : -1	-0.6	-15	-7	-8	3	0.2	-9	2.0
- O=S1(=O)CCC(NC(=S)NCCNC(=S)NC2CCS(=O)(=O)C2)C1 (configuration not stated)
 : -17	1.1	-8	2	20	1	1.8	12	1.0
- O=C(COc1cccnc1[N+](=O)[O-])Nc1cc(S(=O)(=O)N2CCCCC2)ccc1Cl
 : -13	1.2	22	5	2	.	2.1	27	0.8
- Cc1sc(NC(=S)Nc2ccc(F)cc2)c(C(N)=O)c1C
 : -18	-0.1	17	-12	-6	2	0.7	7	1.4
- Cc1ccc(NC(=O)CSc2ccccn2)cc1S(=O)(=O)N1CCOCC1
 : 0	0.6	16	-7	-23	-1	1.3	14	1.1
- COc1ccc(-c2nnc(SCC(=O)N3c4ccccc4Sc4ccccc43)o2)cc1
 : -4	0.0	13	8	-2&9	13	-1.1	25	-1.8
- O=C(O)CCCNS(=O)(=O)c1ccccc1
 : -32	0.8	-17	-8	36	1	0.9	8	0.2
- C/C(=N\NC(=O)CC(C)C)c1c(C(F)(F)F)[nH]n(-c2nc3ccccc3s2)c1=O
 : 26	-0.2	3	11	-6	.	-0.3	-21	0.5
- O=C(Oc1ccc2ccccc2c1)c1ccco1
 : -18	0.3	10	-5	-2	-5	-1.0	28	2.7
- Cc1cc(NC(=NC2CC2)c2ccccc2F)n(-c2ccccc2)n1
 : 0	-0.2	-11	8	38	-5	2.0	-4	-1.1
- O=c1[nH]c(CN2CCCCC2)nc2ccccc12
 : -13	0.6	-5	-5	5	6	0.2	24	2.3
- O=C(O)c1csc(N/N=C/c2ccc(Br)cc2)n1
 : -5	32*	-19	-1	73*	-1	-0.1	2	-0.5
- CCOC(=O)C1CCCN(C(=O)CC(c2ccccc2)c2ccccc2)C1 (configuration not stated)
 : -28	-0.7	-8	-5	27	6	-2.1	-1	0.8
- CC(C)OCC(O)CCc1n[nH]c(=S)n1-c1ccccc1 (configuration not stated)
 : 10	0.3	19	-6	15	-1	0.2	-28	-0.2
- CCC(C(=O)NC(C)(C)C)N(Cc1cccs1)C(=O)CNS(=O)(=O)c1ccccc1 (configuration not stated)
 : 7	-0.1	-17	-18	11	.	-0.2	-12	-0.4
- NNC(=S)Nc1cccc(Cl)c1
 : -2	-0.4	15	-21	5	.	1.0	-6	0.0
- CCOc1ccccc1NC(=O)c1cccnc1
 : -20	-0.1	-9	-17	.	-7	-1.0	.	-0.8
- O=S(=O)(c1cccs1)N1CN(Cc2ccccc2)c2nc3ccccc3nc21
 : -13	-0.7	-3	0	30	-1	0.0	24	-0.3
- N/C(=N\OC(=O)c1ccc(Cl)c([N+](=O)[O-])c1)c1ccccn1
 : -7	-0.2	12	2	-38	6	1.1	11	-1.0
- CC(/C=C/c1ccccc1)=N/NC(=O)Cn1nnc(N)n1
 : -1	0.3	-4	9	25	.	-0.6	6	-0.3
- CCOc1ccccc1NC(=O)CCN(c1ccc(C)cc1)S(=O)(=O)c1ccccc1
 : -4	-1.1	0	1	34	10	-0.7	22	-2.5
- CCOC(=O)N1CCN(c2ncnc3c2cnn3-c2ccc(Cl)cc2)CC1
 : 6	0.8	-6	3	-1	-2	-0.2	65	-1.9
- CN(CC(=O)NC1CCCc2ccccc21)S(=O)(=O)c1cccs1 (configuration not stated)
 : 3	0.7	1	2	24	4	0.4	18	1.3
- CCCCCn1c(CNC(=O)c2cccs2)nc2ccccc21
 : 2	-0.1	-21	6	38	2	-1.4	26	2.3
- CCCC1=Nc2cc(C(=O)NCCCOCC)ccc2Sc2ccccc21
 : 13	-0.3	2	-11	7	3	-1.6	.	-2.6
- COc1ccc(N2CCN(CCCNC(=S)Nc3c(C)cccc3C)CC2)cc1
 : -7	1.3	16	5	-21	3	-0.7	5	-2.3
- COc1ccc(NS(=O)(=O)c2cc(N/C(=N\S(=O)(=O)c3ccccc3)c3ccc(F)cc3)ccc2Cl)cc1
 : -9	0.3	39	23	20	-2	1.9	20	-1.4
- CN(CC(=O)Nc1ccc2c(c1)CCC2)CC(=O)Nc1ccccc1Br
 : -9	-0.2	-11	-8	-25	12	-1.6	22	2.2
- COC(=O)C1=C(C)NC=C([N+](=O)[O-])C1c1ccc(OC)cc1 (configuration not stated)
 : -4	0.4	19	9	28	-2	0.0	32	0.3
- Cc1cc(NC(=O)COc2cccnc2[N+](=O)[O-])no1
 : -19	0.9	20	2	8	-2	0.0	13	0.9
- O=C(Nc1ccc(F)cc1)C1=CC(=O)N2CCN=C2S1
 : 13	-0.8	-12	4	-20	-4	-0.4	-6	-0.6
- O=C(Cn1nc(Cc2cccnc2)c2ccccc2c1=O)N1CCN(C(=O)c2ccco2)CC1
 : -20	1.0	1	6	-3	2	1.0	13	-0.4
- O=C(c1ccc(Cl)c([N+](=O)[O-])c1)N1CCN(c2ccccn2)CC1
 : 0	0.9	21	9	-2	-7	1.2	-13	0.3
- CC1CCC(C(=O)NC(C(=O)NCc2ccccn2)C(C)C)CC1 (configuration not stated)
 : -3	0.3	16	6	-10	-2	-1.0	-7	2.8
- CCN(CC)S(=O)(=O)c1cc(NC(=O)c2ccc(Br)s2)ccc1C
 : -18	4.6	2	-9	-25	-7	10	4	0.8
- CC(=O)OC(C(=O)NC1CCCCC1)c1ccc(Cl)c(Cl)c1 (configuration not stated)
 : -4	0.9	12	3	-12	3	-0.7	8	3.7
- CN(C(=O)CSc1nncc2ccccc12)C1CCCCC1
 : -11	0.1	7	9	-7	1	0.0	4	0.6
- Cc1ccc(/C=N/NC(=O)c2ccc(C(=O)N/N=C/c3ccc(C)s3)o2)s1
 : -27	0.7	9	-5	-44	-1	2.1	-25	1.1
- N=c1sccn1CC(=O)Nc1ccc([N+](=O)[O-])cc1Cl
 : -7	0.0	16	12	3	.	-0.3	-22	-0.4
- COc1ccc(OC)c(-n2c(SCC(=O)N3CCc4ccccc43)nc3c(c2=O)SCC3)c1
 : -3	0.2	-2	-9	-3	5	-1.0	12	-0.7
- CN1C(=O)CC(c2cn(Cc3ccccc3)c3ccccc23)C1=O (configuration not stated)
 : -5	0.3	18	2	-23	.	0.4	-14	-0.6
- Cc1noc2ncc(C(=O)c3cc(F)ccc3O)cc12
 : 9	0.1	-4	8	2	5	-1.3	47	-0.3
- CC(C)(C)N1CC(OC(N)=O)C1
 : 0	-0.1	2	1	15	.	2.0	7	0.3
- CCC(C)OC(=O)C1=C(C)O[C@]23OC(N)=C(C#N)[C@]12C(=O)c1ccccc13 (some centres not stated)
 : 8	-0.5	24	14	37	8	-1.8	3	-0.1
- COc1cc(/C=N/Nc2nc(=O)[nH]nc2C)cc(OC)c1O
 : -7	0.9	1	7	20	0	-0.8	-9	0.3
- COc1cc(OC)cc(C(=O)N[C@H](C(=O)OCC(=O)Nc2cccc(F)c2)C(C)C)c1
 : 7	-0.7	-26	3	37	6	-2.6	18	-1.0
- CCN1CCN(C(=O)c2ccccc2N(Cc2ccccc2)S(=O)(=O)c2ccc(C)cc2)CC1
 : -1	0.4	-48	-39	39	6	-0.9	2	1.1
- Cc1ccc(-c2[nH]nc(N)c2N=Nc2cccc(Cl)c2C)cc1
 : -22	-0.7	46*	17	27	-1	-1.3	92*	-0.2
- O=C1c2ccccc2C(=O)C12OC(c1ccccc1)C1(C(=O)c3ccccc3C1=O)C2c1ccc([N+](=O)[O-])cc1 (configuration not stated)
 : -8	0.1	22	9	53	5	-0.8	2	-0.5

Going on with the list.
Every second line gives: S1P4 antagonist	TRPML3 agonist	NPY1 pot ag	NPY2 pot ag	EP2 modulator	NPY-Y1 antag	TRPN1 ag	CHOP inhibitor	S1P4 ag
- O=C(N/N=C\c1ccc(Sc2ccccn2)o1)c1cccc(F)c1
 : -8	-0.8	-14	-3	16	4	-0.2	-6	-0.9
- Cc1ccc2c(c1)-c1ccccc1S(=O)(=O)N2
 : 5	0.1	5	-25	.	6	1.4	.	1.7
- CN1CCN(C(=O)C2=C[C@H](C3CCCCC3)C[C@H](OCc3ccc(CO)cc3)O2)CC1
 : 13	1.5	-3	0	-23	-3	3.8	4	-2.2
- Cc1cc(CCN2CCC(=O)NC2=O)ccc1OC(C)C
 : -5	-0.1	18	12	-17	1	-0.2	10	1.1
- C=CCN1C(=Nc2ccccc2)SC/C1=C\C(=O)OC
 : 14	-1.0	8	9	60	8	-2.0	27	-0.6
- C/C(CC(=O)Nc1cccc2c1CCCC2)=N\NC(=O)COc1ccccc1
 : -14	0.0	14	-1	2	0	-2.4	0	0.6
- CCn1ccc(C(=O)Nc2ccc(Cl)cn2)n1
 : -6	0.2	-2	-3	-7	-2	1.3	-10	1.4
